LGR2 antag: Drosophila LGR2 receptor signaling inhibition | HEK293 LGR2, CRE-luciferase, bursicon-stimulated, 4 h | inhibition, % at 9.99 µM | 0.35% of 380,000 active;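 active = drop in luminescence signal, shown as inhibition above about 50% in the replicate tests, limit read from the data, passing the limit was not always enough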;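 also: agonist challenge used bursicon conditioned medium at about half maximal strength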
miR-122 sensor: blocks miR-122 activity in Huh7 sensor cells | activation (reporter increase), % at 12.5 µM | 0.3% of 340,000 active | Huh7 miR-122 Renilla luciferase sensor, 48 h; neutral wells = 0, positive control = 100 | AID 602342;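 active = mean replicate activation score at least 90 and every replicate individually at or above 90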;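 also: higher luciferase means less miR-122 activity so hits act as miR-122 inhibitors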
PAX8 reporter: inhibitors of PAX8 transcriptional activity in RMG-I cells. RMG-I TPO-luciferase reporter, SteadyGlo, 24 h. inhibition, % at 12.6 µM. 1.2% of 360,000 active. AID 652154;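 active = mean replicate inhibition at least 60% with every replicate also reaching 60%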;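 also: luciferase light reporting Pax8 driven TPO promoter activity; plate controls were median of neutral control wells for no effect and mitoxantrone controls for full effect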
CASP6 VEID inh: caspase-6 (human) enzyme inhibition | 0.53% of 350,000 active | purified caspase-6, Z-VEID-R110 cleavage fluorescence | P55212 | inhibition, % at 12.5 µM | AID 686996;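 active = mean inhibition across replicates at least about 35%, with every replicate also reaching that limit, limit read from the data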;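 also: 0% = median of neutral control wells and 100% = no fluorescence left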
Target sequence (P55212 24-179 limits assumed): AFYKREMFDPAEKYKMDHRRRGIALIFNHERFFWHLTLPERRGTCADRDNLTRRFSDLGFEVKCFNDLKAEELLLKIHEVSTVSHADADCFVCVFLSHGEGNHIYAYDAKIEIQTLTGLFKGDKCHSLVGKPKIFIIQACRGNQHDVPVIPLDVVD
Target sequence (P55212 194-293 limits assumed): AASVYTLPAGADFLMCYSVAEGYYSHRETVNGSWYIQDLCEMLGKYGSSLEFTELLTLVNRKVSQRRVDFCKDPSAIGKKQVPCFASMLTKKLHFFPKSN
EWS-Fli block: inhibitors of EWS/Fli oncoprotein transcriptional activity | A673 NR0B1-luciferase reporter, viability-normalised | inhibition, % at 12.6 µM | 0.67% of 350,000 active;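 active = mean inhibition of at least 50% after viability correction, with every replicate also passing that limit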;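 also: firefly luciferase signal divided by Alamar Blue viability fluorescence both relative to DMSO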
Cneo AK release: causes C. neoformans cell lysis; adenylate kinase release luminescence, 4 h; normalised: neutral wells 0, clomiphene wells 100; lysis activity, % at 15 µM; 0.2% of 360,000 active; AID 651654;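 active = mean lysis activity across replicates of at least 80%, whatever share of replicates individually reach that level; inactive = mean lysis activity below 80%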
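Material: C. neoformans cells | Amount: Yeast cell density of 5 × 10^6 cells/mL | Medium: Fresh YPD growth medium | Dosing: Single dose | Times: Static 4 h at 37 °C with compound, 1 h detection | Detection: AK luminescence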
FN deposit inh: fibronectin deposition inhibition. 0.086% of 350,000 active. inhibition, % at 12.6 µM. AH1F fibroblasts, Alexa488-fibronectin deposition fluorescence, overnight;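 active = mean inhibition across replicates of 30% or more, regardless of how many single replicates reach that level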;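 also: positive control wells lacked labelled fibronectin entirely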
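test system = AH1F fibroblasts assembling fluorescent fibronectin matrix | quantity = 10000 AH1F cells per well | buffer or medium = DMEM plus 2% serum, read in PBS | doses = single dose, pinned | incubation = 1 h cell attachment, overnight exposure to compound and label | detection = fluorescence at 485 nm excitation, 525 nm emission | read-out basis = inhibition from reduced deposited-fibronectin fluorescence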
PGC1a acetyl inh: modulators of PGC1a acetylation; U2OS PGC1a acetylation, AlphaScreen anti-acetyl-lysine; with virally co-expressed GCN5 acetyltransferase; inhibition, % at 15.6 µM; 0.17% of 350,000 active;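 active = every replicate shows inhibition of at least 40%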;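 also: 0% = neutral control wells and 100% = positive control wells; some results beyond the cut were filed as inactive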
* = called active by the depositor; / = no result given; [ ] = remark or other dose.

Start of the data: the first 2 records, to show the layout:
SMILES	LGR2 antag	miR-122 sensor	PAX8 reporter	CASP6 VEID inh	EWS-Fli block	Cneo AK release	FN deposit inh	PGC1a acetyl inh
Brc1ccccc1-c1nc2c3ccccc3ncn2n1	-79	/	-143	-2	-49	-2	5	/
Cc1ccc(C)c(NC(=O)N2CCCCCC2)c1	32	0	-27	-4	3	0	/	0

Results, previewed entries included:
SMILES	LGR2 antag	miR-122 sensor	PAX8 reporter	CASP6 VEID inh	EWS-Fli block	Cneo AK release	FN deposit inh	PGC1a acetyl inh
Brc1ccccc1-c1nc2c3ccccc3ncn2n1	-79	/	-143	-2	-49	-2	5	/
Cc1ccc(C)c(NC(=O)N2CCCCCC2)c1	32	0	-27	-4	3	0	/	0
O=S(=O)(c1ccc(Cl)cc1)N1CCN(Cc2c[nH]c3ccccc23)CC1	/	-5	/	/	/	1	-15	-8
CN(CC(=O)Nc1ccc(F)cc1)CC(=O)N(C)C1(C#N)CCCCC1	-3	2	5	3	-5	0	-11	-2
CC(C)C[C@@H](CNCC(=O)[C@H](CC(C)C)NC(=O)c1[nH]cnc1C(=O)N[C@@H](C)CN)NC(=O)c1nc[nH]c1C(=O)N[C@@H](CC(C)C)C(=O)O	1	2	12	5	-8	-7	-2	/
O=C(COc1c(Br)cc(Br)c2cccnc12)Nc1ccccc1F	-41	/	24	0	4	/	4	7
CCOc1ccc(S(=O)(=O)Nc2cccc(C(=O)NCC(c3ccco3)N3CCCC3)c2)cc1 (configuration not stated)	/	-3	-3	-6	11	0	-5	-2
O=S(=O)(Nc1ccc(O)c2ccccc12)c1cccs1	-37	4	23	53*	-5	-2	6	/
COc1cc(NC(=S)N(C)CCC#N)c(OC)cc1Cl	8	/	-5	4	11	/	6	-1
CC(C)(C)C(CO)NC(=O)c1ccc[nH]1 (configuration not stated)	2	-6	-20	2	-7	0	15	6
C[C@@H]1CN([C@@H](C)CO)C(=O)c2cc(N(C)C)ccc2O[C@@H](C)CCCCO[C@@H]1CN(C)C(=O)Nc1ccc(C(F)(F)F)cc1	5	-4[16.7 µM]	39	/	-2	/	/	8
CC(C)(C)c1ccccc1OCC(=O)Nc1ccccc1C(=O)NCc1cccnc1	16	-6	15	0	7	0	2	-8
COc1ccc(-c2ccc([C@H]3[C@H](C#N)N(C(=O)c4cccc(F)c4)[C@H]3CO)cc2)cc1	-3	/	-70	4	-31	0	4	5
O=C(O)c1cccc(N2C(=O)c3ccc(C(=O)c4cccc([N+](=O)[O-])c4)cc3C2=O)c1	-6	-4	-1	5	4	/	-4	12
COc1ccc(/C(C)=N/NC(=O)Cc2ccc(Cl)cc2)cc1	3	-1	0	2	4	0	4	-14
C/C=C/c1ccc2c(c1)O[C@H](CN(C)Cc1cccnc1)[C@H](C)CN([C@@H](C)CO)S2(=O)=O	-15	2[16.7 µM]	/	-6	-3	46	/	-5
Cc1cc(N2CC(C)OC(C)C2)nc2ccccc12 (configuration not stated)	2	8	-33	-2	10	5	-1	21
COc1cccc(OC)c1C(=O)n1nc(C)cc1C	/	4	-2	/	/	-2	2	3
Nc1c(Cl)ncnc1N1CCCC1	-11	/	-13	-9	2	/	3	/
CC1CCCN(c2ccc(F)cc2N)C1 (configuration not stated)	7	/	16	-8	0	/	/	/
CN1[C@H](C(=O)NCCCN2CCOCC2)[C@@H](CO)[C@@H]2Cn3c(ccc(/C=C/c4ccccc4)c3=O)[C@@H]21	1	/	3	/	-5	1	/	/
COc1cccc(NC(=O)N2C[C@@H](O)COC[C@H]3O[C@H](CC(=O)NCCCN4CCOCC4)CC[C@@H]32)c1	-10	-5[16.7 µM]	/	/	/	0	-7	4
O=C(CN1C(=O)NC2(CCCC2)C1=O)NCCN1C(=O)S/C(=C\c2ccccc2F)C1=O	-6	-2	-1	-1	-2	/	/	-3
Cc1nc2c(sc3nc4c(cc32)COC(C)(C)C4)c(=O)o1	-8	-1	/	/	/	1	-11	3
COc1ccc(-n2nc(C(=O)NCC(=O)Nc3cc(OC)ccc3OC)c3ccccc3c2=O)cc1	-20	-5	6	-3	4	-1	21	/

Later entries.
SMILES	LGR2 antag	miR-122 sensor	PAX8 reporter	CASP6 VEID inh	EWS-Fli block	Cneo AK release	FN deposit inh	PGC1a acetyl inh
CCCCOc1cccc(C(=O)N(Cc2ccccc2)C2CCS(=O)(=O)C2)c1 (configuration not stated)	-8	-3	11	3	5	0	-1	7
Cc1cc(C)cc(OCC(=O)Nc2ccc(CN3CCCCC3)cc2)c1	18	/	13	4	-13	/	-5	/
CCOCCCN(C(=O)Nc1ccc(CC)cc1)C1CCN(C(C)=O)CC1	9	1	/	/	/	-3	/	13
CCc1n(CC(O)COCc2ccccc2)c2ccccc2[n+]1C (configuration not stated)	-23	/	0	-4	5	/	-3	/
CC1(C(=O)NS(=O)(=O)C2CC2)CCCN(C(=O)c2cccs2)C1 (configuration not stated)	19	-3	0	1	-1	4	6	3
Cc1cc2c(cc1S(=O)(=O)Nc1ccc(F)cc1)n(C)c(=O)c(=O)n2C	18	19	4	-1	9	-4	12	13
Cc1ccccc1NC(=O)CSc1nc2ccc(Nc3nc(N4CCOCC4)nc(N4CCOCC4)n3)cc2s1	8	/	/	-1	9	-2	11	-4
C[C@@H]1CCCCO[C@H](CN(C)C(=O)c2ccccc2)[C@H](C)CN([C@@H](C)CO)C(=O)c2cc(NC(=O)CCCN(C)C)ccc2O1	2	1[16.7 µM]	-4	/	2	/	-4	-4
O=C(C[C@H]1CC[C@@H](NS(=O)(=O)c2ccccc2)[C@H](CO)O1)N1CCc2ccccc2C1	21	/	13	-1	-3	-2	/	-1
Fc1ccc(Cl)cc1/C=N/n1cnnc1SCc1ccccc1	/	-9	/	/	/	-2	0	5
COc1ccc(NC(=O)NNC(=O)C(C)Oc2ccc3ccccc3c2)cc1 (configuration not stated)	15	-6	19	3	8	1	0	1
COc1ccc(NS(=O)(=O)c2cccc(C(=O)NNC(=O)CNC(=O)c3cccc(C)c3)c2)cc1	3	5	2	2	3	-1	-15	-7
CC(C)(C)c1cc(NC(=O)c2c(F)cccc2Cl)n(-c2ccccc2)n1	6	2	-120	1	-9	-1	4	-10
CCCCC(c1nnnn1CC1CCCO1)N1CCN(c2ccccc2)CC1 (configuration not stated)	-20	/	4	-1	14	/	4	3
O=S(=O)(c1ccc(Br)cc1)c1cnc2ccccc2n1	8	/	15	0	7	/	-6	/
CC(C)CC#Cc1cnc2c(c1)C(=O)N([C@@H](C)CO)C[C@H](C)[C@H](CN(C)C(=O)c1ccc3c(c1)OCO3)O2	25	-4[16.7 µM]	/	0	-4	85*	/	13
Cc1noc(C)c1NC(=O)N(C)C[C@H]1OCCCC[C@@H](C)Oc2ccc(NC(=O)Nc3ccc(F)cc3)cc2C(=O)N([C@H](C)CO)C[C@@H]1C	-11	3[16.7 µM]	2	1	-7	-1	6	4
CC1CCCCN1C(=O)Cn1cc(C=O)c2ccccc21 (configuration not stated)	15	/	10	-1	7	/	-5	/
C[C@@H]1CN([C@H](C)CO)S(=O)(=O)c2ccc(-c3cncnc3)cc2O[C@@H]1CN(C)C(=O)CC1CC1	1	2[16.7 µM]	/	-1	-2	0	-15	18
Cc1ccc(-c2nn(-c3ccccn3)c(=O)c3ccccc23)cc1	-12	4	2	-1	-9	-3	-8	10
CCC(=O)N1[C@H](C(=O)NCc2ccc(F)cc2)[C@@H](CO)[C@@H]2Cn3c(cccc3=O)[C@@H]21	3	/	/	-2	4	40	/	/
CCC(=O)N1C[C@H](O)COC[C@@H]2O[C@H](CC(=O)NCc3ccccc3Cl)CC[C@H]21	-9	-4[16.7 µM]	/	0	/	49	6	-2
COC(=O)CSC1=C(C#N)C(c2ccc(F)cc2)CC(=O)N1 (configuration not stated)	-3	1	4	-1	5	1	0	3
O=C(NCCc1c[nH]c2ccccc12)c1cnccn1	/	/	1	-2	4	/	-1	/
O=C(Cc1ccncc1)NCC[C@@H]1CC[C@H](NC(=O)C2CCOCC2)[C@@H](CO)O1	6	/	-19	-1	-1	-1	4	-9

An excerpt from above in order of their number in LGR2 antag, lowest first:
Compound | LGR2 antag | miR-122 sensor | CASP6 VEID inh | PGC1a acetyl inh
CCC(=O)N1C[C@H](O)COC[C@@H]2O[C@H](CC(=O)NCc3ccccc3Cl)CC[C@H]21 | -9 | -4[16.7 µM] | 0 | -2
CCCCOc1cccc(C(=O)N(Cc2ccccc2)C2CCS(=O)(=O)C2)c1 (configuration not stated) | -8 | -3 | 3 | 7
CCC(=O)N1[C@H](C(=O)NCc2ccc(F)cc2)[C@@H](CO)[C@@H]2Cn3c(cccc3=O)[C@@H]21 | 3 | / | -2 | /
O=S(=O)(c1ccc(Br)cc1)c1cnc2ccccc2n1 | 8 | / | 0 | /
Cc1cc(C)cc(OCC(=O)Nc2ccc(CN3CCCCC3)cc2)c1 | 18 | / | 4 | /
O=C(C[C@H]1CC[C@@H](NS(=O)(=O)c2ccccc2)[C@H](CO)O1)N1CCc2ccccc2C1 | 21 | / | -1 | -1

Later entries.
SMILES	LGR2 antag	miR-122 sensor	PAX8 reporter	CASP6 VEID inh	EWS-Fli block	Cneo AK release	FN deposit inh	PGC1a acetyl inh
CCOC(=O)[C@]12CCC=C1N(Cc1ccc(Cl)cc1Cl)C(=O)[C@H](CC(=O)N1CCC(c3ccccc3)CC1)C2	22	/	1	-3	-2	/	-10	/
COc1cc(C2C(C(C)=O)=C(O)C(=O)N2CCc2c[nH]c3ccccc23)ccc1O (configuration not stated)	/	2	4	/	/	1	14	3
CCOC(=O)C1(Cc2cccc(F)c2)CCN(Cc2nc(CC)[nH]c2C)CC1	-4	-8	-6	-9	3	2	/	-8
CO[C@H]1CN(C)C(=O)c2ccc(NC(=O)c3cnccn3)cc2OC[C@H](C)N(C(=O)C2CC2)C[C@H]1C	9	/	-12	5	-7	-11	/	-3
COc1ccc(OCCn2cnc(Cl)c2Cl)cc1	-10	-4	-13	0	-2	/	-2	3
NNC(=O)C1CC1c1ccc(Cl)cc1 (configuration not stated)	2	/	-9	-1	-11	/	-2	/
O=C(OCc1cn([C@@H]2CN(Cc3cccs3)[C@@H](c3ccc(Cl)cc3)C[C@H]2O)nn1)c1ccccc1	6	0	-10	0	-5	0	3	/
CCOC(=O)[C@@H]1[C@H]2COc3ccccc3[C@@H]2N2C(=O)N(c3cccc(C)c3)C(=O)[C@]12C	6	/	14	2	-1	10	7	/
C[C@H](O)C#Cc1ccc([C@@H]2[C@@H](CO)N3CCCCN(CC4CCOCC4)C[C@H]23)cc1	3	0[16.7 µM]	-9	/	-12	-1	/	1

Shown as comma-separated lines: 2 of the compounds above
molecule,LGR2 antag,miR-122 sensor,PAX8 reporter,CASP6 VEID inh,EWS-Fli block,Cneo AK release,FN deposit inh,PGC1a acetyl inh
COc1ccc(OCCn2cnc(Cl)c2Cl)cc1,-10,-4,-13,0,-2,/,-2,3
CCOC(=O)[C@]12CCC=C1N(Cc1ccc(Cl)cc1Cl)C(=O)[C@H](CC(=O)N1CCC(c3ccccc3)CC1)C2,22,/,1,-3,-2,/,-10,/

Rows were taken by chance; overall some 2.5% were active at least once.
